# aSyn tox rescue – qHTS of alpha-syn Inhibitors: NCGC Sytravon Library Screen; S. cerevisiae alpha-synuclein toxicity rescue, BacTiter-Glo growth, 24 h; Potency, µM (top dose mostly 46.1 µM), inactives show at the highest dose growth rescue (activation), actives largely listed as activators; hit rate 0.02% among 94,000; active = well fitted activation curve with a large enough effect; inconclusive = small, poorly fitted or top-dose-only effect; note: 0% is about no effect
#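 Growth restoration measured by BacTiter-Glo luminescence after 24 hr at 30 deg C; alpha-synuclein yeast, raffinose-pregrown to mid-log, were added at OD600=0.02 in galactose medium onto pinned compounds.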
# Numbers without * were called inactive; ? = inconclusive; & = joins results of further samples; [ ] = dose if it differs, or a comment. Potency is the fitted concentration of half-maximal effect. Not all compounds are listed; rates above refer to the full screens.
SMILES,aSyn tox rescue
CCC(Oc1ccccc1)C(=O)Nc1cc(-c2cccc(C)c2)nn1-c1ccccc1 (stereo not given),-11.1%
COc1cc(NC(=O)Cn2ccc3ccccc3c2=O)cc(OC)c1OC,0.2%
CCOC(=O)c1c(Nc2ccccc2OCCOC)n[nH]c1C,6.6%
COCCn1ccc2c(OCC(=O)NCCc3ccccc3)cccc2c1=O,-4.3%
NS(=O)(=O)c1ccc(NC(=O)CN(C(=O)C(F)(F)F)C2CCCC2)cc1,-1.1%
COc1cccc2cc(-c3nc4sc5c(c4c(=O)[nH]3)CCC(C(C)(C)C)C5)c(=O)oc12 (stereo not given),-4.4%
O=C(Cc1ccccc1)N(Cc1cccnc1)c1nc2ccc(Cl)cc2s1,?
O=[N+]([O-])c1ccc(OCCOCCOc2ccc([N+](=O)[O-])cc2)cc1,-15.7%
COc1ccc(C2(CNS(=O)(=O)c3ccc(C)cc3)CCOCC2)cc1,3.7%
Cc1cc(C)nc(-n2nc(C)c3c2NC(=O)CC3c2ccccc2OC(C)C)n1 (stereo not given),-33.8%[inhibitor]
COc1ccc(C(=O)COC(=O)c2cccc(NC(=O)c3ccc(OC)c(OC)c3)c2)cc1,-1.4%
CCN(C(=O)c1cc2c(=O)oc3ccccc3c2s1)c1ccc(C)c(C)c1,0.4%
CSc1ncccc1C(=O)N1CCN(S(=O)(=O)c2cc(C)ccc2C)CC1,5.9%
COc1ccc(NS(=O)(=O)c2cccc(NC(=O)c3ccccn3)c2)cc1,11.1%
CCOc1ccc(NC(=O)C(=O)NCCc2sc(-c3ccc(C)cc3)nc2C)cc1,1.1%
CCCCOc1ccc(C(=O)N2CCNC(=O)C2)cc1,5.0%
COc1ccc(Cl)cc1NC(=O)c1cc2ccc3ccc(C)[nH]c3c2n1,-4.9%
O=c1c2sc3ccccc3c2n(Cc2ccccc2F)c(=O)n1-c1ccccc1Cl,-1.5%
CCCNC(=O)N1[C@H](c2cccs2)[C@@H](C)C(=O)[C@@H](C)[C@@H]1c1cccs1,-7.7%
CCS(=O)(=O)Nc1cccc(C2=NN(C(=O)c3ccco3)C(c3ccco3)C2)c1 (stereo not given),-7.9%
CCn1cc(C(=O)N(C)Cc2ccccc2)c(=O)c2cc(S(=O)(=O)N3CCCCC3)ccc21,-7.0%
Oc1c(C(c2ccc(Cl)cc2Cl)N2CCCC2)sc2nc(-c3ccco3)nn12 (stereo not given),1.4%
Cc1cc2c(Nc3ccccc3O)ncnc2s1,-10.1%
CCCN(c1ccccc1F)S(=O)(=O)c1cc(-c2cc(C)no2)ccc1C,4.4%
O=C(Nc1ccc(F)cc1F)c1cc(-c2ccco2)nc2ccccc12,-3.0%

# Sorted by count of non-hydrogen atoms (falling): some entries from above.
SMILES,aSyn tox rescue
CCS(=O)(=O)Nc1cccc(C2=NN(C(=O)c3ccco3)C(c3ccco3)C2)c1 (stereo not given),-7.9%
CCN(C(=O)c1cc2c(=O)oc3ccccc3c2s1)c1ccc(C)c(C)c1,0.4%
CCOC(=O)c1c(Nc2ccccc2OCCOC)n[nH]c1C,6.6%

# Continuation.
SMILES,aSyn tox rescue
Cc1ccc(NC(=O)c2c([N+](=O)[O-])c(C(C)(C)C)nn2C)c(C)c1,1.8%
Nc1nnc(CC(=O)N/N=C/c2ccc(-c3cccc(C(=O)O)c3)o2)s1,5.7%
CCOc1ccccc1NC(=O)CCn1cnnn1,-5.0%
CN(C)C(CNC(=O)c1ccccc1OCc1ccc(Cl)cc1)c1ccco1 (stereo not given),8.6%
CCC1CN(C(=O)N2CCC(C(=O)NCCc3cc(OC)ccc3OC)CC2)c2ccccc2O1 (stereo not given),6.6%
CNS(=O)(=O)c1cn(CC(=O)Nc2ccc(F)cc2F)cc1S(=O)(=O)NC,-4.6%
CCOc1ccccc1N(CC)C(=O)Cn1ncc2c(=O)oc3ccccc3c21,8.4%
c1ccc(N=Nc2ccc(C3=NCCO3)cc2)cc1,-9.6%
CC(C)NC(=O)c1ccc(CSc2nc3ccncc3n2Cc2cccc(F)c2)cc1,0.1%
O=C(NCCc1ccccc1C(F)(F)F)c1cc(COc2ccccc2)on1,5.5%
COc1ccc2oc(-c3ccc(NC(=O)c4ccc(Cl)cc4Cl)cc3)nc2c1,3.5%
CCOc1ccc(NC(=O)CN(C)C(=O)C2CCCO2)cc1OCC (stereo not given),1.6%
COc1ccc(C2N=C(c3ccccc3)NO2)cc1OC (stereo not given),5.4%
Cc1ccccc1NC(=O)Cc1nnc(SCC(=O)NC2=NCCS2)n1C,-0.9%
Cc1cccc2sc(NNC(=O)c3ccc(S(=O)(=O)N4CCCC(C)C4)cc3)nc12 (stereo not given),-1.1%
COc1ccc(C(=O)N2CCC(C(=O)Nc3ccc(OC)cc3OC)CC2)cc1,5.5%
Cc1ccc(N(CC(=O)NCCSc2ccccc2)S(=O)(=O)c2ccc(F)cc2)cc1,-20.8%
COc1ccc(C(=O)NNC(=O)CNC(=O)C2CCCCC2)cc1,-8.4%
CCCCn1c(N)c(N(CCOC)C(=O)CSc2nnc(C)n2-c2ccc(OC)cc2)c(=O)[nH]c1=O,7.4%
CCCn1c2ccccc2c2cnn(CC(=O)NCCc3ccc(OC)cc3OC)c(=O)c21,4.9%
CCn1c(C)nnc1SCC(=O)NC1CCCC1,9.0%
CCc1ccc(NC(=O)c2oc3c(c2C)-c2[nH]ncc2CC3)cc1,1.8%
CCCCSc1nnc2c(n1)OC(c1ccc(C)s1)Nc1ccccc1-2 (stereo not given),-25.7%
CCOC(=O)c1nc(N2CCN(c3ccc(F)cc3)CC2)c2c(C)noc2n1,8.0%
COc1ccc(NC(=O)C(CC(C)C)NC(=O)C2CCCCC2)cc1 (stereo not given),3.6%

# Brought forward from above: 3 entries; new compounds follow.
SMILES,aSyn tox rescue
CCCCSc1nnc2c(n1)OC(c1ccc(C)s1)Nc1ccccc1-2 (stereo not given),-25.7%
CCOC(=O)c1nc(N2CCN(c3ccc(F)cc3)CC2)c2c(C)noc2n1,8.0%
COc1ccc(NC(=O)C(CC(C)C)NC(=O)C2CCCCC2)cc1 (stereo not given),3.6%
COc1ccc(C2c3c(ncn(CCCO)c3=N)Oc3ccc4ccccc4c32)cc1OC (stereo not given),-0.4%
Cc1nc2ccccn2c1C(=O)N/N=C/c1ccc([N+](=O)[O-])cc1,9.7%
Oc1ccccc1-c1nc(-c2cccs2)c(-c2cccs2)[nH]1,-48.8%[inhibitor]
COc1ccc(CNC(=O)Cn2ncc3c(=O)oc4ccccc4c32)c(OC)c1,-9.1%
O=C(Nc1ccccc1O)c1cc2cc(Br)ccc2oc1=O,-4.4%
Cc1ccc(S(=O)(=O)Nc2cccc(-c3ccc(N4CCC(C)CC4)nn3)c2)s1,7.7%
COc1ccccc1C(=O)OCCN=C1NS(=O)(=O)c2ccccc21,7.4%
COc1cc(C)ccc1OCCSc1nc2ccc(NC(=O)c3ccco3)cc2s1,-6.3%
Cc1ccc(S(=O)(=O)N(C)c2ccc(C(=O)NC3CCCCC3)cc2)cc1,-5.1%
Cc1ccc(OCC(=O)Nc2ccc(CN3CCCCC3)cc2)c(C)c1,-2.8%
CCC(=O)c1ccc(OCC(=O)Nc2ccccc2C(=O)N2CCCCC2)cc1,-39.6%[inhibitor]
Cn1c(-n2cccc2)c(-c2c(-c3ccc(F)cc3)[nH]c3c2c(=O)n(C)c(=O)n3C)c(=O)n(C)c1=O,-9.2%
CCOc1ccc(NC(=O)CSc2nc3ccsc3c(=O)n2C(C)CC)cc1 (stereo not given),8.4%
O=c1[nH]c(=S)[nH]c2nc(-c3ccccc3)cnc12,8.1%
O=C(COc1cccc(C(F)(F)F)c1)NCC(c1ccco1)N1CCCCC1 (stereo not given),5.4%
c1ccc(SC23CC4CC(CC(C4)C2)C3)nc1,12.1%
COc1ccccc1NS(=O)(=O)c1cccc(C(=O)NC2CCN(Cc3ccccc3)CC2)c1,-3.8%
CCOc1ccc2nc(NC(=O)NC3CCCCC3)sc2c1,-0.9%
O=C(Cc1ccccc1[N+](=O)[O-])NCc1ccco1,-5.0%
COc1ccc(CCNC(=O)C(=O)NCC2CCCN2S(=O)(=O)c2cc(C)ccc2C)cc1 (stereo not given),7.7%
Cc1sc(NC(=O)C2CC(=O)N(Cc3ccco3)C2)nc1-c1ccccc1 (stereo not given),7.3%
COc1ccc(-c2noc(CCC(=O)NCc3ccc(OC)cc3OC)n2)cc1,2.9%
Cc1ccc(NC(=O)Cn2c(=O)n(-c3ccc(C)cc3)c(=O)c3ccc(C(=O)NCc4ccccc4Cl)cc32)cc1,4.9%
O=C(O)CCn1cc(/C=C/C(=O)c2ccc(Cl)cc2)c(-c2cccc(Br)c2)n1,12.5%
COc1cc(OC)cc(-c2cc3nc(C)c(CCC(=O)NCc4ccccc4)c(C)n3n2)c1,-19.8%&-21.9%

# Part of the list above, set out differently:
COc1ccccc1NS(=O)(=O)c1cccc(C(=O)NC2CCN(Cc3ccccc3)CC2)c1
  aSyn tox rescue: -3.8%

CCOc1ccc2nc(NC(=O)NC3CCCCC3)sc2c1
  aSyn tox rescue: -0.9%

O=C(Cc1ccccc1[N+](=O)[O-])NCc1ccco1
  aSyn tox rescue: -5.0%

COc1ccc(CCNC(=O)C(=O)NCC2CCCN2S(=O)(=O)c2cc(C)ccc2C)cc1 (stereo not given)
  aSyn tox rescue: 7.7%

# The list continues:
SMILES,aSyn tox rescue
COc1ccc(-n2nnc(-c3nsc(NC(=O)c4cccc(C)c4)n3)c2C)cc1OC,-1.4%
CCOc1ccc(CCNC(=O)COC(=O)c2cccc(S(=O)(=O)N3CCOCC3)c2)cc1OCC,3.4%
COC(=O)COc1cccc2c(=O)n(CC(=O)NCCc3ccc(OC)c(OC)c3)ccc12,-0.6%
Cc1c(C2=CCN(S(=O)(=O)c3ccc(Br)cc3)CC2)c2ccccc2n1CC(=O)N1CCCC1,8.7%
CCOC(=O)c1cnc(-c2ccccc2)nc1C(F)(F)F,-1.0%
N#C/C(=C\c1ccc([N+](=O)[O-])cc1)C(=O)NCCCn1ccnc1,-1.3%
O=C(Nc1cccc(Cl)c1Cl)c1cc2nc(-c3ccc4c(c3)OCO4)cc(C(F)(F)F)n2n1,4.8%
CCN(C(=O)CSc1nc2ccccc2n1CC(=O)Nc1ccccc1C)c1ccccc1,-6.3%
CCn1c(C)c(C)c2cc(C(=O)NCC(C)c3ccccc3)ccc21 (stereo not given),0.3%
CCN(C(=O)Cn1nc(C(=O)O)c2ccccc2c1=O)C1CCCCC1,9.0%
COc1cccc(CNC(=O)c2ccc3c(Cl)c4c(nc3c2)CCCC4)c1,18.4%
COc1nccnc1NS(=O)(=O)c1ccc(NC(=S)NC(=O)/C=C/c2ccccc2)cc1,0.1%
CS(=O)(=O)N1CCN(C(=O)c2cc(-c3cccnc3)nc3ccc(Br)cc23)CC1,3.0%
Cc1c2cnn(CC(=O)N3CCCCC3)c(=O)c2c(C)n1Cc1ccc(Cl)cc1,3.2%
COc1ccccc1CNC(=O)CCn1c(=O)c2ccccc2n(CC(=O)Nc2ccc(C)cc2)c1=O,-11.7%
CCOC(=O)c1c(NC(=O)c2cc(-c3ccccc3)on2)sc2c1CCCC2,4.3%
CCN(CC(=O)NC(=O)NCc1ccco1)Cc1ccccc1,-3.9%
CC1CCCN(S(=O)(=O)c2ccc3c(c2)CCN3C(=O)CCC(=O)O)C1 (stereo not given),5.4%
COc1ccccc1C(CNc1ncnc2sc(C)c(C)c12)N(C)C (stereo not given),-6.7%
COC(=O)c1cc(=O)n(Cc2ccc3c(c2)OCO3)c(=Nc2ccccc2)s1,1.3%
Cc1ccc(S(=O)(=O)c2cc(C)cc(S(=O)(=O)Nc3ccc(C(=O)O)cc3)c2C)cc1,-7.4%

# Source: PubChem
